# GLP-1R inv ag: acts as inverse agonist at human GLP-1 receptor; P43220; HEK293 GLP-1R CRE-luciferase, luminescence, 24 h; GLP-1R form is constitutively active; Potency, µM (doses to about 38.3 µM), for inactives: top-dose activity change, negative = inhibition, usual class: inhibitors; 410,000 compounds, 1.6% hits; further: potency means the concentration at half of the fitted maximal effect; on the % scale 0 is the no-effect control and ±100 the full control effect; nearly all actives have a fitted effect of over 55% in size
#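 HEK293 cells stably co-expressing constitutively active GLP-1R and a cAMP-responsive luciferase reporter were seeded in DMEM with 10% Nu serum, given compounds after 12 h, and incubated 24 h at 37 deg C. Luminescence was then read.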
# IL2 activator: activates IL-2 in a cell-based reporter assay; IL-2 activation reporter assay, cell-based qHTS; stimulated with anti-CD3/CD4/CD28 beads; in transgenic mouse T cells; activation, % (series mostly up to about 46 µM); 360,000 compounds, 0.065% hits; AID 652025; in the data active means activation above about 50%; inconclusive means mostly about 30% to 49%; further: 0% is about no effect
#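 First, unstimulated transgenic mouse T cells were exposed to compound for 60 min. Next, anti-CD3/anti-CD4-coated beads with anti-CD28 were added. Finally, after 18 h at 37 degrees C, EGFP and DsRed were imaged.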
# D3 ag: D3 dopamine receptor (human) agonism. P35462. D3R DiscoveRx beta-arrestin cells, luminescence, 90 min. max activation, %. 410,000 compounds, 0.58% hits; in the data active means max activation above about 30%; further: 0% is about no effect; mostly tested at two doses, the higher about 12 µM
#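 Agonist mode: compounds and dopamine controls were applied to plated cells for 90 min at 37 degrees C after an overnight attachment at 1500 cells/well. Luminescent read-out followed 30 - 60 minutes at room temperature with DiscoveRx detection reagent.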
# GLP1R cytotox: cytotoxicity in counter-screen for GLP-1R inverse agonists; HEK293 cAMP-luciferase reporter cells, luminescence, 24 h; Potency, µM (titrated, usually from 38.3 µM), for the others: top-dose activity change, negative = inhibition, hits mostly inhibitors; 410,000 compounds, 0.13% hits; AID 624418;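 further: loss of luciferase light is scored as toxicity; potency means the concentration at half of the fitted maximal effect; on the % scale 0 is the no-effect control and ±100 the full control effect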
#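 MLSMR compounds, 24 hr on cells at 37 deg C/5% CO2; luminescence after luciferase reagent (12 min RT). Inhibition counted as the undesired cytotoxic outcome.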
# PLK1 PBD block: blocks phosphopeptide binding to human PLK1 polo-box domain | P53350 | Potency, µM, for inactives: max response, negative = inhibition, most hits filed as inhibitors | Plk1 PBD binding of FITC phosphopeptide, fluorescence polarization | 360,000 compounds, 2.8% hits; further: potency means the concentration at half of the fitted maximal effect; series mostly up to about 57 µM; on the % scale 0 is the no-effect control and ±100 the full control effect; nearly all actives have a fitted effect of over 65% in size
# PI5P4K alpha inh: PI5P4K alpha (human) kinase inhibition; P48426; PI5P4Kalpha enzyme, ADP-Glo luminescence, 60 min; stronger effect = lower value; max response, %; 330,000 compounds, 1.2% hits; active means max response of -50% or lower; inconclusive means between -30% and -50%; inactive means -30% or higher; further: value at the top dose of about 77 µM; on the % scale 0 is the no-effect control and ±100 the full control effect
#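 Single end-point luminescence (ADP-Glo) quantified ADP from PI5P4Kalpha turnover; ATP 5 microM final, 1 h at RT, 0.1% CHAPS and 0.28 mM EGTA in HEPES pH 7.4.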
# GLP1R ag: agonists of human GLP-1 receptor | P43220 | HEK293 GLP-1R CRE-luciferase, luminescence, 4-6 h; cells express a hypersensitive GLP-1R form | Potency, µM (doses to about 45.6 µM), without a hit: top-dose activation, actives largely listed as activators | 380,000 compounds, 0.007% hits | AID 624172; further: potency means the concentration at half of the fitted maximal effect; % of control where 0% means no effect
# D3 antag: antagonists of human D3 dopamine receptor; max response, negative = inhibition, %; D3R cells, DiscoveRx beta-arrestin luminescence, antagonist mode; stronger effect = lower value; 360,000 compounds, 2.5% hits; P35462; AID 652054; in the data active means max response below about -50%; inconclusive means no clear call, values can overlap the other calls; further: on the % scale 0 is the no-effect control and ±100 the full control effect; mostly tested at two doses, the higher about 12 µM
#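 Cells expressing the human receptor were seeded at 1500 cells/well, incubated overnight at 37 degrees C in 5% CO2, then exposed to library compounds with dopamine controls for 90 minutes at 37 degrees C before luminescent detection.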
# WRN helicase inh: blocks human WRN helicase | WRN helicase unwinding, fluorescent forked duplex, kinetic | 360,000 compounds, 0.46% hits | Potency, µM (highest dose often 114 µM), without a hit: top-dose activity change, negative = inhibition, most hits filed as inhibitors | Q14191 | AID 651768; further: potency means the concentration at half of the fitted maximal effect; on the % scale 0 is the no-effect control and ±100 the full control effect; nearly all actives have a fitted effect of over 55% in size
# Target sequence (Q14191 whole entry, looked up): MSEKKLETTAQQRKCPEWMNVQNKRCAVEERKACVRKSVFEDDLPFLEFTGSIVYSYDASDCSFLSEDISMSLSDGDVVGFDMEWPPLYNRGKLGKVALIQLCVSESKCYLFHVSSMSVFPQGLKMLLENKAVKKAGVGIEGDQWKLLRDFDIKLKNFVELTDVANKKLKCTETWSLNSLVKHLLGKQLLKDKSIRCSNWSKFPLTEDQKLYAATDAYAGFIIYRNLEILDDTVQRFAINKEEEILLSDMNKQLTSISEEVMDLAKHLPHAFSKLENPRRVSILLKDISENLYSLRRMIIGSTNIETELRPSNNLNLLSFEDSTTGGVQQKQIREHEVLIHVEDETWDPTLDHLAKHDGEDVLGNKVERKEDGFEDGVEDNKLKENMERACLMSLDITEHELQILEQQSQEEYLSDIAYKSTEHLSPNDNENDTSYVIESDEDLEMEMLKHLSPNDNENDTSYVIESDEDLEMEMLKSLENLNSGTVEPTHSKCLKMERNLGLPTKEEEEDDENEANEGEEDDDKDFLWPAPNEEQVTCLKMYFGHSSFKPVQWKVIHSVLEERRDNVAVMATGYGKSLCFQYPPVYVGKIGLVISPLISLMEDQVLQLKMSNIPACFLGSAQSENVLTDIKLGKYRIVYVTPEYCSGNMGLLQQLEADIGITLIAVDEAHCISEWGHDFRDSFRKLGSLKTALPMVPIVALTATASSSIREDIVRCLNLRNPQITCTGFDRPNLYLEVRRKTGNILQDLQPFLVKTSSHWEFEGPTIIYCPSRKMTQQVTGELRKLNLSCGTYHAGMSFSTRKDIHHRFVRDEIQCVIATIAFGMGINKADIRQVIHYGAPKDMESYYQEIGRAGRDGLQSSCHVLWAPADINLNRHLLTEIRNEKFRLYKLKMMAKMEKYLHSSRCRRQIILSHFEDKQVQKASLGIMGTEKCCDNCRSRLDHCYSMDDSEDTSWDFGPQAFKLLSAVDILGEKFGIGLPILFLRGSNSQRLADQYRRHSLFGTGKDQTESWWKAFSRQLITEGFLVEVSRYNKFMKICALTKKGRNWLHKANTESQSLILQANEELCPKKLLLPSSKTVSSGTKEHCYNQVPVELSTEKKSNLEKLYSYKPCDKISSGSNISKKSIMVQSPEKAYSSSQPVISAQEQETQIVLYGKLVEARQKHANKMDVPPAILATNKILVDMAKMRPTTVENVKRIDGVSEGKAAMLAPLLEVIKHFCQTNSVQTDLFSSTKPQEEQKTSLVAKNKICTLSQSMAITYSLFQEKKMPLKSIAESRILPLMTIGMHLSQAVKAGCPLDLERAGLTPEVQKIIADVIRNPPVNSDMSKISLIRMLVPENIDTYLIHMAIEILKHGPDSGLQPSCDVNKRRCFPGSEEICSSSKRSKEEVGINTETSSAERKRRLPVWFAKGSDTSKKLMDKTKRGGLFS
#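 Kinetic red-fluorescence monitoring (525/598 nm) tracks WRN helicase activity after 100 nM fluorophore-quencher forked duplex and 2 mM ATP are added to 20 nM enzyme pretreated 15 min at room temperature with compound.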
# Active calls of the source: *; ? = inconclusive; . = not tested or not shown; & = joins results of further samples; [ ] = another dose, or the depositor's remark. Unless noted, the call rests on the fitted dose curve; in most records, active means well fitted curve in the direction sought with a large enough effect; inconclusive means small, poorly fitted or top-dose-only effect, or another doubt; inactive means no such curve, though single readings can be large; an effect the other way counts as inactive or inconclusive.
SMILES	GLP-1R inv ag	IL2 activator	D3 ag	GLP1R cytotox	PLK1 PBD block	PI5P4K alpha inh	GLP1R ag	D3 antag	WRN helicase inh
CC(=O)NC(=S)Nc1ccc(NC(=S)NC(=O)c2cccs2)cc1	21%	-2.3	-3	-4%	-12%	-1	-1%	-2	8%
Cc1c(S(=O)(=O)Nc2cc(Cl)ccc2Cl)c(=O)n(C)c(=O)n1C	0%	-2.4	2	-20%	2%	5	-1%	17	2%
CCCN(C(=O)Cc1c(C(=O)O)n(C)c2ccccc12)c1cccc(C)c1	?	1.7	-2	1%	1%	1	4%	29	2%
COc1ccc(-n2cnnc2SCC(=O)Nc2cccc([N+](=O)[O-])c2)cc1	-3%	-0.9	8	4%	-8%	-4	11%	24	5%
N#Cc1c(-c2ccc(C(F)(F)F)cc2)cc(-c2ccccc2)[nH]c1=S	24%	-0.5	6	-19%	24µM*	-11	-1%	-9	7%
CN(C)CCCN(C(=O)CCOc1ccccc1)c1nc2ccc(F)cc2s1	?	-0.9	-24	10µM*	?	-2	-11%	-91*	7%
O=C(OCc1cc2ccccc2[nH]c1=O)c1ccc([N+](=O)[O-])cc1	5%	0.0	6	-11%	-10%	4	0%	1	-3%
O=C(Cc1ccc(F)cc1)N1CCC(CC2CC(c3cccc(Br)c3)=NO2)(C(=O)NCC2CCCCC2)CC1 (configuration not stated)	?	-3.7	-30	?	-12%	11	7%	-51*	-7%
Cc1ccc(C2CC(=O)NC(SCC(N)=O)=C2C#N)s1 (configuration not stated)	3%	-0.2	-5	2%	1%	-4	-7%	-2	0%
CCC(=O)N1CCN(c2ccc(NC(=O)c3ccc(C#N)cc3F)cc2Cl)CC1	6%	-0.3	17	-2%	-5%	3	11%	6	-2%
Cn1c(N)c(C(=O)COC(=O)C2=COCCO2)c(=O)n(C)c1=O	1%	-0.5	7	-5%	-3%	0	0%	4	-11%
CNc1nc2c(c(=O)n(C)c(=O)n2C)n1Cc1ccccc1	0%	-3.3	7	1%	-5%	-4	11%	13	-6%
Cc1nc(NC(=O)c2cccs2)ccc1Br	-27%	0.6	4	-3%	-3%	2	3%	1	-7%
O=C(O)c1nn(CCOc2cccc(Br)c2)c(=O)c2ccccc12	44%[activator]	2.6	5	-1%	-2%	5	26%	-1	-26%
COc1cccc(NC(=O)Cn2nnc(C(=O)NCCc3ccccc3)c2N)c1	11%&1%	-0.7	1&-8	-17%&-5%	-10%	-3	-3%	-16	-15%[11.6 µM]

# Complete entries, quoted from the list. Order of screens: GLP-1R inv ag	IL2 activator	D3 ag	GLP1R cytotox	PLK1 PBD block	PI5P4K alpha inh	GLP1R ag	D3 antag	WRN helicase inh
# COc1ccc(-n2cnnc2SCC(=O)Nc2cccc([N+](=O)[O-])c2)cc1 is listed as -3%	-0.9	8	4%	-8%	-4	11%	24	5%
# COc1cccc(NC(=O)Cn2nnc(C(=O)NCCc3ccccc3)c2N)c1 is listed as 11%&1%	-0.7	1&-8	-17%&-5%	-10%	-3	-3%	-16	-15%[11.6 µM]

# Further results
SMILES	GLP-1R inv ag	IL2 activator	D3 ag	GLP1R cytotox	PLK1 PBD block	PI5P4K alpha inh	GLP1R ag	D3 antag	WRN helicase inh
COc1ccc(CCC(=O)Nc2cccc(S(=O)(=O)N3CCCCCC3)c2)cc1	?	0.8	-3	0%	-4%	-2	16%	-2	-7%
CCC(C)(C)n1nnnc1CN1CCc2ccccc21	-29%	0.6	-9	1%	-15%	-6	-10%	?	5%
O=C(CN1CCN(Cc2ccccc2Cl)C1=O)NCc1cccnc1	10%	-0.5	5	5%	-10%	-3	-3%	4	-13%
CCC(C)[C@H](NC(=O)Nc1cccc(Br)c1)C(=O)OC (some centres not stated)	6%	-2.2	3	-1%	-6%	8	-2%	-7	-32%[57.1 µM]
COc1ccc(N(C)S(=O)(=O)c2cccc(C(=O)NCC(c3ccco3)N3CCCC3)c2)cc1 (configuration not stated)	?	-4.3	-27	6%	-3%	0	1%	-57*	-7%
CC(C)CN(C(=O)CCc1ccccc1)c1c(N)n(CC(C)C)c(=O)[nH]c1=O	10%	-3.4	-11	-3%	-8%	0	0%	3	-32%
COc1ccc(C(=O)CN2C(=O)N(c3cc(C)ccc3C)S(=O)(=O)c3ccccc32)cc1	-9%	.	-1	2%	.	.	0%	.	.
CN1CCc2c(sc(N)c2C(=O)O)C1	-25%	-0.3	6	2%	?	-15	6%	15	4%[57.1 µM]
CCC(C)(C)NC(=O)C(c1ccccc1)N(C(=O)c1csnn1)C1CC1 (configuration not stated)	-24%	-2.3	-3	0%	-6%	-1	-8%	-1	6%
CC1Oc2ccccc2N(CC(=O)N(Cc2ccccc2)Cc2ccccn2)C1=O (configuration not stated)	-3%	-0.1	-3	-9%	-10%	.	-8%	21	-5%
CCCn1c(/C=N/Nc2nc3ccccc3[nH]2)nc2ccccc21	?	2.9	-10	-6%	5%	-2	19%	-19	-28%
O=C(CC(NC(=O)OCc1ccccc1)C(=O)O)OCc1ccccc1 (configuration not stated)	3%	-1.2	3	6%	3%	-6	2%	10	8%
Cc1cccc(-n2cc(-c3ccccc3)c3c(NN4CCOCC4)ncnc32)c1	0%	-2.3	3	1%	-4%	10	11%	26	-8%
CC(=O)c1ccc(OC2(C)CCN(Cc3ccc(C)cc3)C2)cc1 (configuration not stated)	21%	0.6	-11	17%	-16%	1	13%	-102*	-5%
COc1ccc(N=Cc2cc3c(cc2O)OC(N)=C(C#N)C3c2ccccc2)cc1 (configuration not stated)	?	-1.1	5	15%	29%	-29	-13%	53	-24%

# 6 entries from above in a different format:
# Each structure is followed by: GLP-1R inv ag	IL2 activator	D3 ag	GLP1R cytotox	PLK1 PBD block	PI5P4K alpha inh	GLP1R ag	D3 antag	WRN helicase inh
Cc1nc(NC(=O)c2cccs2)ccc1Br
  -27%	0.6	4	-3%	-3%	2	3%	1	-7%
O=C(O)c1nn(CCOc2cccc(Br)c2)c(=O)c2ccccc12
  44%[activator]	2.6	5	-1%	-2%	5	26%	-1	-26%
COc1cccc(NC(=O)Cn2nnc(C(=O)NCCc3ccccc3)c2N)c1
  11%&1%	-0.7	1&-8	-17%&-5%	-10%	-3	-3%	-16	-15%[11.6 µM]
COc1ccc(CCC(=O)Nc2cccc(S(=O)(=O)N3CCCCCC3)c2)cc1
  ?	0.8	-3	0%	-4%	-2	16%	-2	-7%
CCC(C)(C)n1nnnc1CN1CCc2ccccc21
  -29%	0.6	-9	1%	-15%	-6	-10%	?	5%
O=C(CN1CCN(Cc2ccccc2Cl)C1=O)NCc1cccnc1
  10%	-0.5	5	5%	-10%	-3	-3%	4	-13%

# (next part)
SMILES	GLP-1R inv ag	IL2 activator	D3 ag	GLP1R cytotox	PLK1 PBD block	PI5P4K alpha inh	GLP1R ag	D3 antag	WRN helicase inh
COc1ccccc1NC(=O)COC(=O)c1c(C)nn(-c2ccccc2)c1C	1%	0.3	25	4%	1%	-2	15%	25	0%
O=C(CCC(=O)c1cccs1)NC(c1ccccc1)c1ccccc1	?	-2.8	-12	2%	-1%	-2	-2%	-4	10%
Cc1ccc([C@H]2C(C(=O)O)=CC[C@@H](c3ccc(C)cc3)N2S(=O)(=O)c2ccc(C)cc2)cc1	?	0.7	-15	-10%	?	0	2%	?	5%
COc1cccc(NC(=O)CSc2nc3ccsc3c(=O)n2-c2ccc(C(=O)O)cc2)c1	1%	0.5	-2	16%	-12%	-7	-1%	7	-8%
CN(C(=O)/C=C/c1ccc2c(c1)OCO2)c1ccccc1	6%[7.66 µM]	1.3	0	-3%[7.66 µM]	-2%	-8	4%	-3	0%
CCC(C)NC(=O)c1cn(CC)c2cc(N3CCN(C)CC3)c(F)cc2c1=O (configuration not stated)	-18%	0.4	2	-24%	1%	2	8%	4	8%
COc1ccc(C)cc1NS(=O)(=O)c1ccc(Cl)nc1	-18%	0.1	-6	-7%	4%	-2	-3%	16	8%
COc1ccccc1CN1CCC(CNS(=O)(=O)c2cc(-c3cc(C)no3)ccc2OC)CC1	11µM*	-1.7	-7	-16%	-10%	0	14%	1	3%[57.1 µM]
Cc1cc(C)nc(NCC(O)CNc2ccccc2Cl)n1 (configuration not stated)	-5%	-2.6	1	-6%	0%	-3	10%	?	2%
O=C(NN=Cc1ccc2c(c1)OCO2)c1ccccc1	?	-0.4	-10	-2%	-16%	-8	5%	-21	-6%
Cn1cccc1-c1nc2ccc(NC(=O)c3ccco3)cc2[nH]1	91%[activator]	-1.2	0	-8%	1%	-1	7%	27	-12%
CC(C)c1ccc(OCC(=O)Nc2ccc(OC(F)(F)F)cc2)cc1	?	-2.4	-8	7%	-13%	-6	-14%	-13	0%
CN1C(=O)C2(C(C#N)=C(N)Oc3n[nH]c(-c4ccc(Cl)cc4)c32)c2ccccc21 (configuration not stated)	-3%	-2.2	-5	9%	-1%	0	1%	12	-2%
O=C(O)CSc1ncnc2scc(-c3ccc(Br)cc3)c12	-13%	1.7	8	0%	7%	-66*	-3%	11	-2%
Cc1ccc(OCCNC(=O)CCNS(=O)(=O)c2ccc(Br)cc2)cc1	-20%	-1.5	1	7%	-14%	10	5%	-18	-6%
COCCN1Cc2cccc(C(=O)NCc3ccc4c(c3)OCO4)c2C1=O	23%	-0.6	1	-1%	-2%	-4	3%	17	-2%
Cc1ccnc(NS(=O)(=O)c2ccc(NC(=O)c3cncc(Br)c3)cc2)n1	1%	0.6	4	5%	-3%	-6	-1%	41	-7%
COc1ccc(C(=O)Nc2cc3c4c(c2)C(C)C(=O)N4CCC3)c(OC)c1 (configuration not stated)	80%[activator]	-0.6	4	-1%	-4%	-1	22%	3	-4%
COc1ccccc1CNC(=O)CCNS(=O)(=O)c1ccc2[nH]c(=O)oc2c1	6%	-3.0	-18	-6%	34µM*	3	-5%	5	-4%[11.6 µM]
CC1(C)Cc2ccccc2-c2nc3n(c(=O)c21)CCS3	-12%	0.6	9	-6%	-5%	1	11%	5	-1%

# Screening data (PubChem)
